PV pol inh = poliovirus RdRp elongation inhibitors, primary screen, biochemical, fluorescence polarization, total intensity. poliovirus polymerase elongation; hits give low values. actives 0.66% (n = 150,000). AID 588519, 2011. Genome polyprotein (Poliovirus type 1 (strain Mahoney)), P03300. % elongation, % (compound at 16.7 µg/mL); in the data active = % elongation below about 90%; note: some results filed as inactive read as strong as hits
Target sequence (P03300 1749-2209 limits assumed): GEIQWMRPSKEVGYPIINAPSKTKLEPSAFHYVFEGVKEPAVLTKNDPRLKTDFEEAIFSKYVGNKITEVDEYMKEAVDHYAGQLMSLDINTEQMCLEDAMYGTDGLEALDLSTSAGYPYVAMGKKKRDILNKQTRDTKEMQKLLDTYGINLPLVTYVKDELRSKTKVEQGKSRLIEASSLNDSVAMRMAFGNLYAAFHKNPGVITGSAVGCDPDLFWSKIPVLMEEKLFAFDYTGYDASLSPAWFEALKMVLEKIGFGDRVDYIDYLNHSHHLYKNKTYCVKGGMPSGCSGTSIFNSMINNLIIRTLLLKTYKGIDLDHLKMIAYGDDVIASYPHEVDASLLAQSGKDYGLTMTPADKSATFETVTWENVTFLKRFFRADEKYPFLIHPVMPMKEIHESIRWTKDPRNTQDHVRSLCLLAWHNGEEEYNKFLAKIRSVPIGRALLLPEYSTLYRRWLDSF
PV pol inh FP z-score = also measured in PV pol inh; calls as there; z-score; measured here: FP z-score; hits read low
The depositor's hits bear a star; & = joins results of further samples. The list is partial; the hit share may differ from the screen's.

Value order: PV pol inh, PV pol inh FP z-score
> CC1CCN(c2ccc3nnc(CCC(=O)O)n3n2)CC1
  100.0, -0.3
> COc1cccc2c1oc(=O)c1c(NC(C)=O)nc3c(c12)CCCCC3
  104.0, 0.5
> CCOC(=O)c1ccc(N2CCN(c3cccc(Cl)c3)CC2)c(NC(=O)Nc2ccccc2)c1
  100.0, -0.2
> CC(C)Cc1nnc(NS(C)(=O)=O)s1
  102.0, -0.2
> Cc1ccc2c(CN3CCC(C)CC3)cc(=O)oc2c1
  97.0, -0.7
> CCC(C)NC(=O)c1cn(CC)c2ccc(S(=O)(=O)N3CCCCC3)cc2c1=O (stereo unspecified)
  105.0, 0.1
> O=C1COc2ccccc2N1Cc1c(F)cccc1Cl
  105.0, 1
> Cc1ccc(C)c(Cn2c(=O)n(CCCCC(=O)NCc3ccc4c(c3)OCO4)c(=O)c3ccccc32)c1
  106.0, 0.1
> CC1CCC(NC(=O)c2ccccc2N)CC1 (stereo unspecified)
  99.0, -0.9
> CCN(CC)c1ccc(C2C3=C(CC(C)(C)CC3=O)OC3=C2C(=O)CC(C)(C)C3)cc1
  101.0, -0.1
> COCCCNC(=O)CCC(=O)N1Cc2cccc(OC)c2Oc2ncccc21
  105.0, -0.6
> O=C(c1ccc2c(c1)N(Cc1ccccc1F)C(=O)c1ccccc1S2=O)N1CCCCC1 (stereo unspecified)
  109.0, 0.4
> O=C(CNc1ccc(F)cc1)N/N=C/C1CC=CCC1 (stereo unspecified)
  106.0, 0.4
> O=C(NCCc1ccc(Cl)cc1)c1cccn1-c1nnc(N2CCCCC2)s1
  106.0, -0.1
> O=c1c2nccnc2[nH]c(=S)n1CCc1c[nH]c2ccccc12
  99.0, -1.1
> CCOc1ccc(S(=O)(=O)NCCO)cc1C
  103.0, 1.5
> COc1ccccc1C1OC(=O)C[C@H]1C(=O)NN (stereo partly specified)
  101.0, -0.3
> COC(=O)CSc1nc(N)c(C#N)c(-c2ccccc2)c1C#N
  100.0, -0.5
> CCOC(=O)Cc1csc(NC(=O)c2cc3c(=O)n4cccc(C)c4nc3n2C)n1
  101.0, 0.5
> O=C(CN1C(=O)CSc2ccc(S(=O)(=O)N3CCCC3)cc21)NCc1ccc(F)cc1Cl
  108.0, -0.6

Next part, overlapping the part above by four compounds.
Value order: PV pol inh, PV pol inh FP z-score
> COc1ccccc1C1OC(=O)C[C@H]1C(=O)NN (stereo partly specified)
  101.0, -0.3
> COC(=O)CSc1nc(N)c(C#N)c(-c2ccccc2)c1C#N
  100.0, -0.5
> CCOC(=O)Cc1csc(NC(=O)c2cc3c(=O)n4cccc(C)c4nc3n2C)n1
  101.0, 0.5
> O=C(CN1C(=O)CSc2ccc(S(=O)(=O)N3CCCC3)cc21)NCc1ccc(F)cc1Cl
  108.0, -0.6
> Cc1cccc(NC(=O)c2oc3ccc(S(=O)(=O)N(C)C4CCCCC4)cc3c2C)c1C
  116.0, 1.4
> COc1ccc(OC)c(NC(=O)CN2C(=O)CC(C)Sc3ccccc32)c1 (stereo unspecified)
  110.0, 1.5
> CC(C)(C)Nc1nc(C(=O)O)nc(N2CCOCC2)n1
  100.0, -0.4
> COc1cccc2cc(-c3nc(Nc4cccc(C)c4C)sc3C)c(=O)oc12
  110.0, 0.7
> O=C1C(Oc2ccccc2)C(c2ccc3c(c2)OCO3)N1C1CCCC1 (stereo unspecified)
  100.0, -0.2
> COc1cc(/C=C(/NC(=O)C2CCCCC2)C(=O)N2CC3CC(C2)c2cccc(=O)n2C3)cc(OC)c1OC (stereo unspecified)
  104.0, 1.3
> COc1ccc(CCNC(=O)CN(c2ccccc2)S(=O)(=O)N(C)C)cc1OC
  105.0, 0.1
> CNC(=O)CSCc1ccc(C(=O)OC)o1
  102.0, -0.2
> O=S(=O)(c1ccc(NC(=S)NCCc2ccccn2)cc1)N1CCOCC1
  103.0, 0.2
> O=C1OCc2c1[nH]c(=O)[nH]c2=O
  101.0, -0.2
> C/C(N)=C(/C#N)C(=O)CSc1nc2ccccc2c(=O)n1Cc1ccc(C)cc1
  108.0, 0.6
> CN(C)c1ccc(/C=C2\C(=O)Nc3ccccc32)cc1
  99.0&104.0, -0.2&0.4
> Cc1ccc(-n2nc3c(=O)n(C(C)C(=O)NCc4ccccc4C)nc(C)c3c2C)cc1 (stereo unspecified)
  109.0, 0.1
> CN(C)S(=O)(=O)c1ccc2c(c1)N(CC(=O)Nc1ccc(F)cc1)C(=O)CS2
  112.0, 0.4
> CC(C)c1nc(N)n[nH]1
  103.0, 0.4
> CCNc1nc(NCC)nc(N(C)N)n1
  101.0, -0.2
> O=C(NCc1cccs1)C1(c2ccccc2)CC1
  102.0, -0.1
> CCOC(=O)c1ccc(-n2c(N)c(C(=O)OC)c3nc4ccccc4nc32)cc1
  100.0, -0.4
> N#Cc1cccc(C(c2nnnn2Cc2ccc(F)cc2)N2CCc3ccccc32)c1 (stereo unspecified)
  104.0, 0.5
> O=S(=O)(c1ccc(Cl)cc1)n1ccc(-c2ccc(Br)s2)n1
  103.0, 0.3

Compound profiles (already shown). Order of screens: PV pol inh | PV pol inh FP z-score
Cc1cccc(NC(=O)c2oc3ccc(S(=O)(=O)N(C)C4CCCCC4)cc3c2C)c1C as listed: 116.0 | 1.4
COc1ccc(OC)c(NC(=O)CN2C(=O)CC(C)Sc3ccccc32)c1 (stereo unspecified) as listed: 110.0 | 1.5

Following part:
Value order: PV pol inh, PV pol inh FP z-score
> CCOc1ccc2c(c1)c(=O)c(C(=O)c1ccccc1)cn2Cc1ccccc1
  104.0, -1
> N/C(=N/S(=O)(=O)c1ccccc1)N1CCCCC1
  98.0, -0.2
> COC(=O)c1cc(C(=O)OC)c(C)nc1C
  99.0, 0
> CCCCn1c(N)nc2ccccc21
  101.0, -0.1
> CN1CCN(C(=O)Nc2ccc(Cc3ccc(NC(=O)N4CCN(C)CC4)cc3)cc2)CC1
  103.0, 0.4
> COc1ccc(C(=O)CNc2ccccc2Br)cc1
  104.0, 1
> CCOC(=O)c1cc(S(=O)(=O)N2CCN(c3ccccc3)CC2)[nH]n1
  100.0, -1.5
> CCC(CC)C(=O)OCc1csc(Nc2ccccc2)n1
  102.0, 0
> O=C(CN1C(=O)/C(=C/c2ccccc2Cl)SC1=S)Nc1ccccc1C(F)(F)F
  104.0, 0.6
> Cc1cccc(C)c1Nc1c(-c2ccc(O)cc2)nc2sccn12
  105.0, -0.2
> Cc1cc(OCc2nc(-c3ccc(OCC(N)=O)cc3)no2)cc(C)c1Cl
  102.0, 0.3
> O=S(=O)(Nc1nc2n(n1)C(c1ccc(F)cc1)C=C(c1ccccc1)N2)c1ccc(Cl)cc1 (stereo unspecified)
  103.0, -0.7
> CCOC(=O)c1oc2c(CN3CCN(C)CC3)c(O)ccc2c(=O)c1-c1ccc(OC)cc1
  103.0, 0.4
> CCCCN(Cc1cc2cccc(C)c2[nH]c1=O)S(=O)(=O)c1ccccc1
  101.0, -0.6
> CC(Oc1cccc(Br)c1)C(=O)NN (stereo unspecified)
  107.0, 0.3
> N#CSCC(=O)c1cccc2ccccc12
  96.0, -1.4
> Cn1c(=O)c2c(-c3ccccc3)n(CCCO)cc2n(C)c1=O
  104.0, -0.1
> COc1ccc2cc(COC(=O)c3ccc(Br)o3)c(Cl)nc2c1
  103.0, 0.1
> Cc1ccccc1SCC(=O)O
  101.0, -0.3
> CCOC(=O)c1c(NC(=O)c2ccccc2)sc2c1CCC2
  102.0, 0.1

In another format: results already given
SMILES	PV pol inh	PV pol inh FP z-score
COc1cccc2cc(-c3nc(Nc4cccc(C)c4C)sc3C)c(=O)oc12	110.0	0.7
O=C1C(Oc2ccccc2)C(c2ccc3c(c2)OCO3)N1C1CCCC1 (stereo unspecified)	100.0	-0.2

Remaining list, next part
Value order: PV pol inh, PV pol inh FP z-score
> CC(C)(C)OC(=O)NC1CCN(C(=O)NC2CCCCC2)CC1
  104.0, 0.3
> CCOc1ccc(N2C(=O)CC(Cc3ccccc3OC)C2=O)cc1 (stereo unspecified)
  101.0, -0.3
> O=C(NCc1ccco1)NC1CC(=O)N(c2ccccc2)C1 (stereo unspecified)
  97.0, -1.2
> c1coc(CNCC2OCc3ccccc3CO2)c1
  100.0, -0.4
> CC(NC(=O)c1ccccc1C(=O)O)C12CC3CC(CC(C3)C1)C2 (stereo unspecified)
  99.0, -0.9
> Cc1cccc(N2CCN(C(=O)C3CCCN(S(=O)(=O)c4cccc5nsnc45)C3)CC2)c1C (stereo unspecified)
  104.0, -1
> COC(=O)c1ccc2c(=O)n(CCCCCC(=O)N3CCN(c4cc(C)ccc4C)CC3)c(=O)[nH]c2c1
  108.0, 0.4
> NC1=NC(c2ccccc2)n2c(nc3ccccc32)N1 (stereo unspecified)
  99.0, -0.4
> COc1ccc(Cl)cc1N(C)C(=O)C(=O)Nc1ccc2nc3n(c(=O)c2c1)CCCCC3
  106.0, 0
> Clc1cccc(NCc2nnc(SCc3ccccc3)o2)c1
  102.0, 0.1
> CCCCOC(=O)c1ccc(OC(=O)c2cccnc2)cc1
  99.0, -0.1
> O=C(N/N=C/c1cccs1)C1=COCCO1
  102.0, 0
> N#CCN(CC#N)S(=O)(=O)c1cc(Cl)ccc1Cl
  101.0, -0.2
> Nc1ncnc2nc(SCCC(=O)O)[nH]c12
  103.0, 0.9
> O=C(O)CCNC(=O)c1ccc(NC(=O)C(c2ccccc2)c2ccccc2)cc1
  101.0, -0.1
> COc1ccccc1N1CCN(C(=O)c2cnc(N3CCCCC3)c3ccccc23)CC1
  104.0, -0.8
> COc1ccc2c(c1C)CCC(C1(O)C(=O)N(C)c3ccccc31)C2=O (stereo unspecified)
  101.0, 0
> Cc1ccc(CNC(=O)C(=O)NCC(c2cccnc2)N2CCN(c3ccccc3F)CC2)cc1 (stereo unspecified)
  112.0, 0.8
> Cc1cc(C)n(CC(=O)Nc2cc(F)ccc2F)c(=O)c1C#N
  106.0, 0.1
> CN(C)C=NC1=NN(c2ccccc2)CC1
  94.0, -0.5

Value order: PV pol inh, PV pol inh FP z-score
> CCNC1(c2cccs2)CCCCC1=O (stereo unspecified)
  101.0, 0.6
> O=C(CSc1nc2ccsc2c(=O)n1Cc1ccccc1F)NCc1ccccc1
  102.0, -0.8
> COc1cccc2c(=O)cc(C)n(CC(=O)Nc3ccccc3)c12
  101.0, -0.1
> CC1CCN(C(=O)c2c(NC(=O)c3ccccc3Cl)sc3c2CCC(C(C)(C)C)C3)CC1 (stereo unspecified)
  108.0, 1.1
> O=C(COc1ccccc1)N(Cc1ccccc1O)c1ccccc1Cl
  103.0, 0.2
> COC(=O)c1cccc(NC(=O)C2COc3ccccc3O2)c1C (stereo unspecified)
  100.0, -0.6
> Cc1ccn2cc(C(=O)NC3CCCCC3)nc2c1
  102.0, 0
> CN(C)/C=C/C(=O)c1ccc2c(c1)CCC(C)(C)O2
  101.0, -1
> CCN(CC)CCNC(=O)c1ccc(Cn2c(=O)c3cccn3c3cccnc32)cc1
  107.0, 0
> COc1cc(NC(C)C(=O)N2CCCC2)cc(OC)c1OC (stereo unspecified)
  108.0, 0.7
> CCOc1ccc(C(=O)Nc2ccc(-n3nncc3-c3ccccc3)cc2)cc1OCC
  108.0, 0.1
> O=C1CC(c2ccccc2Cl)NC(=O)N1 (stereo unspecified)
  102.0, 0.2
> O=C(NCCc1ccccc1Cl)c1ccc2c(c1)nc1n2CCCCC1
  107.0, -0.2
> COc1ccc(S(=O)(=O)N2CCC(C(=O)Nc3ccccc3)CC2)cc1OC
  109.0, 1.2
> NC(=O)c1cc(S(=O)(=O)NCC2CCC(C(=O)Nc3ccc(Cl)cc3)CC2)cs1 (stereo unspecified)
  106.0, -0.1
> Cc1ccc(C(O)CN)cn1 (stereo unspecified)
  106.0, 1.5
> Cc1cccc(NC(=O)CSc2nncc(=O)[nH]2)c1
  100.0, -0.4
> COc1ccc(C2CCCCCN2C(=O)c2cccc(N3CCCC3=O)c2)cc1 (stereo unspecified)
  97.0, -0.3
> N#Cc1c(N)n(CCNS(=O)(=O)c2ccccc2)c2nc3ccccc3nc12
  45.0, -4.6
> Fc1ccc(-n2ncc3c(NC4CCCCCC4)ncnc32)cc1
  111.0, 0.7

Value order: PV pol inh, PV pol inh FP z-score
> COc1ccc2[nH]cc(CCNC(C)=O)c2c1
  101.0&98.0, 0.2&-0.3
> N#C/C(=C\N1CCCCC1)S(=O)(=O)c1ccc(Cl)cc1
  108.0, 0.9
> CCCOc1ccc(C2C(=O)N(C3CCCCCC3)CC(=O)N2CCC2=CCCCC2)cc1OC (stereo unspecified)
  102.0, -1.2
> O=C1CCCN1CCP(=O)(O)CN1CCCCC1
  103.0, 0.1
> COC(=O)c1cc(S(=O)(=O)N2CC(C)CC(C)C2)c[nH]1 (stereo unspecified)
  102.0, 0
> O=C(CSc1nc2ccccc2c(=O)n1CCCO)c1ccc2c(c1)OCO2
  103.0, 0.2
> COc1ccc(CCNC(=O)C(c2ccccc2)c2ccccc2)cc1OC
  104.0, 0.1
> COc1ccc(S(=O)(=O)NCCc2sc3nc(-c4ccc(C)cc4)nn3c2C)cc1F
  115.0, 2
> Cc1nnc(SCc2cc(=O)oc3cc(O)ccc23)n1Cc1ccccc1
  99.0, -1.1
> O=C(COc1ccccc1Cl)Nc1ccc2nc(SCC(=O)N3CCCC3)sc2c1
  103.0, -0.9
> CCOc1ccccc1CNC(=O)Cn1c(-c2ccccc2)cc(C(C)=O)c1C
  107.0, 0.2
> CC1CCCCN1CCCNC(=O)Cn1ncc2c3ccccc3n(Cc3ccccc3)c2c1=O (stereo unspecified)
  110.0, 0.2
> CCn1c(-c2ccccc2)ccc1C(O)C(F)(F)F (stereo unspecified)
  102.0, 0
> Cc1c2cnn(CC(=O)NC3CCCc4ccccc43)c(=O)c2c(C)n1Cc1ccc(Cl)cc1 (stereo unspecified)
  101.0, -0.1
> CCN(CC)S(=O)(=O)c1ccc(C(=O)N2CCN(C3=NS(=O)(=O)c4ccccc43)CC2)cc1
  101.0, 0.1
> Cc1ccc(C(=O)Oc2cc(C)nn2Cc2ccccc2)cc1
  101.0, 0
> O=C(CCN1C(=O)COc2ccccc21)Nc1ccc2c(c1)OCCCO2
  101.0, -0.3
> Fc1ccc(C=Nc2ccc(I)cc2)cc1
  100.0, -0.2
> COc1ccc(CN(Cc2nc3ccccc3c(=O)[nH]2)C(=O)NCc2ccccc2)cc1
  105.0, 0.7
> COC(=O)/C(=C\N(C)C)S(=O)(=O)c1cc(C)c(Cl)cc1C
  99.0, -0.5

Screening data as filed in PubChem BioAssay.
